Assay outcomes from PubChem.
FBW7 activator: human FBW7 E3 ligase activation, primary screen | Q969H0 | AlphaScreen FBW7–phospho-cyclin E peptide binding, activator screen | normalized activity (activation), % at 26.1 µM | 0.13% of 650,000 active; in the data active = normalized activity above about 1.9%;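 note: purified mutant Fbw7 with reduced substrate affinity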
TEAD-YAP inh: TEAD-YAP interaction inhibition. HEK-TIYL cells, TEAD-Gal4/YAP UAS-luciferase luminescence. inhibition, % at 9.12 µM. 1.4% of 640,000 active; in the data active = inhibition above about 32%;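 note: 0% = median of test compound wells and 100% = reference inhibitor wells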
GPR151 ag: activators of human GPR151. Q8TDV0. PathHunter beta-arrestin GPR151 cells, luminescence. activation, % at 11.2 µM. 1% of 650,000 active; in the data active = activation above about 4.9%;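 note: 0% = median of compound wells and 100% = cells with positive control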
Target sequence (Q8TDV0 whole entry, looked up): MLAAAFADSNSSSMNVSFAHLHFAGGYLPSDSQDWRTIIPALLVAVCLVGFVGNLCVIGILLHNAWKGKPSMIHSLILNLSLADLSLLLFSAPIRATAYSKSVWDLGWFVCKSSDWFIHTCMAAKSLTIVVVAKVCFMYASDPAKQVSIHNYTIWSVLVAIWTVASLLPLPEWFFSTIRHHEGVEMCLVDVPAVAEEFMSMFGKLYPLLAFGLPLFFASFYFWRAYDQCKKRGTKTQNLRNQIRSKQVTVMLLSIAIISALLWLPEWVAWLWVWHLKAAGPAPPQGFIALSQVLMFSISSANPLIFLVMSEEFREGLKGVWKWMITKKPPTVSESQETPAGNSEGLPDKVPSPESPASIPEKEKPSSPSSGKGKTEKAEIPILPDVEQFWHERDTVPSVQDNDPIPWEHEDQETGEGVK
MITF primary: human MITF inhibition, primary screen. O75030. AlphaScreen MITF homodimerization, bead proximity signal. inhibition, % at 2.6 µM. 0.91% of 650,000 active. AID 1259374; in the data active = inhibition above about 50%;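 note: 0% = vehicle wells with protein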
Target sequence (O75030 whole entry, looked up): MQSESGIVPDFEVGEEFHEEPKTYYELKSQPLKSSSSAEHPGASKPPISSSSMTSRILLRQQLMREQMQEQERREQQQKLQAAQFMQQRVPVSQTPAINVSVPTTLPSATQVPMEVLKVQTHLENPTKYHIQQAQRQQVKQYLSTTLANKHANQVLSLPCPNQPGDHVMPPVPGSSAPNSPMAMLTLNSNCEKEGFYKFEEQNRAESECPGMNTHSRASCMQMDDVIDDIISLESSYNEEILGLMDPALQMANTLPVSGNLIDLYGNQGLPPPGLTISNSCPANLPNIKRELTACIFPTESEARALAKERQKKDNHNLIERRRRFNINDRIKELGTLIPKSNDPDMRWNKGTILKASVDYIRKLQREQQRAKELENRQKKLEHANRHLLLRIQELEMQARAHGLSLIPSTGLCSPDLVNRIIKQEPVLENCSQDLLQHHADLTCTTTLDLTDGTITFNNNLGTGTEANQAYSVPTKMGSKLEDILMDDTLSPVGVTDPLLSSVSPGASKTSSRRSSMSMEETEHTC
Active calls of the source: *; . = no result given; & = joins results of further samples. No enrichment for hits (roughly 3.4% active in at least one column).

entry | compound | FBW7 activator | TEAD-YAP inh | GPR151 ag | MITF primary
1 | CC(=O)c1sc(N2N=C(c3cccs3)CC2c2ccco2)nc1C (stereo not given) | 0.1 | -107 | -2.9 | -1
2 | CCCC(c1nnnn1CC1CCCO1)N1CCN(c2cc(C)ccc2C)CC1 (stereo not given) | -0.1 | 3 | 0.5 | 9
3 | CCOc1ccc(-c2cccc(NS(=O)(=O)c3ccc4ccccc4c3)c2)nn1 | -0.1 | -1 | 0.6 | -5
4 | Cc1ccc(OCC(=O)Nc2ccc(C)cc2C)cc1 | 0.2 | -22 | -0.2 | 7
5 | Cc1cccc(Cc2c(C)nc3c(C(=O)NCc4ccccc4)cnn3c2C)c1 | 0.1 | 8 | 1.3 | 3
6 | CN1CCN(NC(=S)Nc2ccc(F)cc2F)CC1 | -0.2 | 5 | 0.4 | 6
7 | CCC(NS(=O)(=O)c1ccccc1)C(=O)O (stereo not given) | 0.0 | 10 | 0.8 | 5
8 | COC(=O)C1=NNC(C(=O)c2ccco2)C1c1ccccc1 (stereo not given) | 0.0 | 8 | -0.8 | -19
9 | Cc1cc(C)cc(NC(=O)N2CCC(n3nnc4cc(F)ccc43)CC2)c1 | 0.1 | 1 | -0.5 | 8
10 | CC1CCC(NC(=O)C2CCCN(S(=O)(=O)c3cnc[nH]3)C2)CC1 (stereo not given) | 0.8 | 4 | -0.9 | 14
11 | Cc1ccc(S(=O)(=O)NC2c3cccc4cccc(c34)C2Sc2nncn2C)cc1 (stereo not given) | -0.1 | 17 | 0.3 | -8
12 | CCOC(=O)C1(Cc2ccccc2Cl)CCN(C(=O)c2cccnc2)CC1 | -0.1 | -66 | -1.4 | 10
13 | CCOC(=O)C1=CN(C(C)C)C=C(C(=O)OCC)C1c1ccc(OCc2ccccc2)cc1 | 0.4 | 5 | -1.5 | 7
14 | COCCN(CCOC)C(=O)c1cc([N+](=O)[O-])cc([N+](=O)[O-])c1 | -0.4 | -3 | -1.0 | -27
15 | O=C1CCCc2sc3c(c2N1)CCCCC3 | -0.1 | 1 | 0.1 | 6
16 | Cc1cccc(CN2CCC(N3C[C@@H](C)O[C@@H](C)C3)CCC2=O)c1 (stereo not given in full) | -0.1 | 2 | -0.1 | -5
17 | Cn1c(=Nc2ccc(N3CCOCC3)cc2)ccc2ccccc21 | -0.2 | 1 | 0.1 | 4
18 | CCOC(=O)N1CCN(C(=O)c2cnn3c(C(F)(F)F)cc(-c4ccc(OC)c(OC)c4)nc23)CC1 | 0.1 | -15 | 0.9 | 0
19 | C=CCc1cc(C=C2C(=O)N(C)C(=S)N(C)C2=O)cc(OCC)c1OCC(=O)OC | 0.1 | 7 | -0.3 | 12
20 | O=c1c(=NNc2ccccc2)c(=O)c2ccccc12 | -0.4 | -66 | 0.0 | -10
21 | CC1CCN(S(=O)(=O)c2ccc(F)c(C(=O)NCCN3CCOCC3)c2)CC1 | 0.0 | -8 | 0.7 | -16
22 | CCN(CC)C(=O)Cn1nc2c(C)cc3ccc(OC)cc3n2c1=O | -0.2 | 0 | 2.0 | 16
23 | COc1ccc(C)cc1NC(=O)Cn1ncc2c(=O)oc3ccc(C)cc3c21 | 0.8 | 4 | 1.1 | -1
24 | Cc1cccc(CSc2nc3c(c(=O)[nH]2)CCC3)c1 | 0.0 | 0 | 0.3 | -4
25 | O=C(Cn1c(=O)[nH]c2ccsc2c1=O)NCc1ccc(F)cc1 | 0.2 | -4 | -0.1 | 2
26 | CS(=O)(=O)Cc1nc2ccccc2[nH]c1=O | -0.1 | -2 | -0.4 | -3
27 | Cc1cccnc1CN1CCN(C(=O)Cn2nnnc2CN2CCCCCC2)CC1 | -0.1 | -1 | 3.0 | -6
28 | CCNc1c(NC(C)=O)c(=O)oc2ccccc12 | 0.1 | 1 | 0.6 | 9
29 | COC(=O)c1ccc2c(=O)n(CCc3ccc(S(N)(=O)=O)cc3)c(SCC(=O)Nc3ccc(N(C)C)cc3)nc2c1 | -0.2 | 13 | 1.3 | 2
30 | COc1cc(CO)ccc1OCc1ccccc1F | 0.3 | -19 | -1.6 | 14
31 | COc1cc(/C=c2\sc3nc4cc(C)c(C)cc4n3c2=O)ccc1Oc1nc2c(c(=O)n(C)c(=O)n2C)n1C | -0.1 | -9 | 0.7 | 0
32 | O=C(NCc1ccco1)c1ccc(N2CC3CC(C2)c2cccc(=O)n2C3)c(NC(=O)c2ccccc2Cl)c1 (stereo not given) | -0.2 | -9 | -0.7 | -1
33 | CC(C)(C)C(=O)NC(=S)Nc1ccccc1C(N)=O | -0.2 | -2 | 0.2 | 7
34 | O=C(CNC(=S)N(Cc1cccs1)C1CCCCC1)N1CCc2ccccc21 | 0.8 | -2 | -0.1 | 15
35 | CCC[C@@H]1NC(=O)[C@@H]2C[C@H](NC(=O)Nc3cccc4ccccc34)CN2C1=O | -0.1 | 4 | -0.4 | 13
36 | O=C(O)Cc1sc(NCC2CCCO2)nc1-c1ccc(Cl)cc1 (stereo not given) | 0.1 | 1 | 2.8 | -4
37 | COc1ccc(C(C)=O)cc1CSc1nc2cc(Cl)ccc2o1 | -0.2 | 4 | -1.0 | -7
38 | CCOC(=O)c1cccc(NC(=O)C2CC3CCCN3C23C(=O)Nc2ccccc23)c1 (stereo not given) | -0.1 | 3 | -0.1 | 0
39 | COCCNC(=O)Cn1cc(C(C)=O)c2ccccc21 | 0.2 | 5 | -0.5 | 3
40 | COCCCn1c(SCC(=O)Nc2nc(C)cs2)nnc1-c1ccoc1C | -0.1 | 6 | 0.2 | 1
41 | O=c1cc(CSc2nc3c(sc(=S)n3Cc3ccco3)c(=O)n2-c2ccccc2)c2ccc(O)cc2o1 | 0.1 | 8 | -2.0 | -2
42 | CCCCC(CC)CNC(=O)c1ccc2c(c1)NC(=O)c1ccccc1N2 (stereo not given) | 0.7 | 3 | -1.1 | 21
43 | O=C1c2ccccc2C(=O)N1Cc1nc2ccc(I)cc2c(=O)o1 | 0.0 | -3 | 2.3 | 8
44 | O=[N+]([O-])c1cccc(-c2nnc(SCc3ccccc3F)n2-c2ccccc2)c1 | 0.0 | -1 | 0.0 | 11
45 | O=C(CCN1C(=O)C2CC=C(Cl)CC2C1=O)NC1CCCCC1 (stereo not given) | -0.1 | 4 | -0.4 | 5
46 | BrCC1OCc2ccccc2CO1 | -0.1 | -6 | 1.3 | -3
47 | O=c1oc2ccccc2c(O)c1C=Nc1ccc(Cl)cn1 | 0.0 | 6 | -0.7 | 5
48 | Cc1ccc(CCC(=O)N2CCCC2c2nc3cc(C)c(C)cc3[nH]2)o1 (stereo not given) | 0.0 | -3 | -0.3 | 11
49 | NC(=O)c1ccc(-c2nc(N)c3ncn(CCN4CCCC4=O)c3n2)cc1 | 0.5 | 0 | -0.3 | 10
50 | Cc1cccc(NC(=O)CC2CC3CCC2C3)c1 (stereo not given) | 0.1 | -51 | -0.2 | -4
51 | CCOC(=O)c1cnc2cc(Cl)c(OC)cc2c1NCCC1=CCCCC1 | 0.1 | 8 | -2.0 | 9
52 | Nc1ncnc2nc(N3CCCC3)ncc12 | -0.2 | -1 | 0.7 | 4
53 | Cc1ccsc1CN1CCN2C(=O)[C@@H]3C[C@@H](O)CN3C(=O)[C@H]2C1 | 0.0 | 1 | 1.9 | 9
54 | CCCN(CCC)CCNS(=O)(=O)c1ccc2c(c1)OCC(=O)N2 | 0.6 | 2 | -1.7 | 9
55 | O=C(NNC(=O)C1CCCN(S(=O)(=O)c2ccc3ccccc3c2)C1)C1CC1 (stereo not given) | 0.0&-0.7 | -5&-5 | -0.7&0.9 | 8&-2
56 | CCc1ccc(OCC(=O)O/N=C(\N)c2cccc([N+](=O)[O-])c2)c(Br)c1 | 0.6 | -19 | -2.2 | 14
57 | Cc1nn(C)c(C)c1-c1nc2c(NCc3cccc(C(F)(F)F)c3)ncnc2n1C(C)C | 0.6 | -28 | -0.7 | 4
58 | CCOC(=O)c1ccc(NC(=O)NCc2ccco2)cc1 | 0.0 | -9 | -0.2 | 18
59 | Cc1cc(C(=O)N(Cc2ccccn2)c2nc3c(C)c(Cl)ccc3s2)n(C)n1 | -0.1 | -47 | -2.3 | 17
60 | CCN(CC)c1ccc(C=C2C(=O)OC(C)(C)OC2=O)c(OC)c1 | 0.1 | 7 | 4.1 | 13

In the list so far, these contain bromine.
entry | compound | FBW7 activator | TEAD-YAP inh | GPR151 ag | MITF primary
46 | BrCC1OCc2ccccc2CO1 | -0.1 | -6 | 1.3 | -3
56 | CCc1ccc(OCC(=O)O/N=C(\N)c2cccc([N+](=O)[O-])c2)c(Br)c1 | 0.6 | -19 | -2.2 | 14

Next section.
entry | compound | FBW7 activator | TEAD-YAP inh | GPR151 ag | MITF primary
61 | COc1ccc(CN2CCC(N3CCCCC3)CC2)cc1Br | -0.1 | -3 | 0.4 | 10
62 | O=C(CC(=O)c1cccc([N+](=O)[O-])c1)Nc1ccccc1Cl | 0.1 | -8 | 1.5 | -6
63 | COc1ccc(-n2nc3ccc(NC(=O)c4ccccc4C)cc3n2)cc1 | 0.1 | 7 | 2.2 | -7
64 | O=c1cc(-c2cccc(Br)c2)oc2ccc(O)cc12 | -0.2 | -5 | -0.8 | 3
65 | Cc1ccc(S(=O)(=O)N2CCc3nc(COc4ccccc4)c4c(c3C2)CO[C@@H](C)C4)cc1 | 0.1 | . | -1.2 | -3
66 | N#CC1=C2NC(=O)c3c(sc4c3CCCCC4)N2C2=C(C(=O)CCC2)C1c1ccccc1Cl (stereo not given) | -0.1 | -1 | 1.3 | 6
67 | Cc1ccccc1NC(=O)/C=C/c1ccccc1 | 0.0 | -57 | -1.7 | -1
68 | NC(=O)NC(=O)CSc1nc(-c2ccccc2)c(-c2ccccc2)[nH]1 | -0.1 | 3 | 0.8 | 0
69 | COC(=O)CC1Oc2ccc(Cl)cc2NC1=O (stereo not given) | 0.0 | -7 | 0.6 | 4
70 | Cc1ccc(-n2nc(C)c3c(C(=O)N4CCC(C(N)=O)CC4)cc(C)nc32)cc1 | 0.0 | -5 | 2.0 | 9
71 | COc1ccc(C)cc1NC(=O)C1(c2ccccc2)CCOCC1 | -0.2 | -2 | -1.6 | -3
72 | COc1ccc(N2C(=O)C3ON(c4ccc(Cl)cc4)C(c4cccs4)C3C2=O)cc1 (stereo not given) | 0.1 | -8 | -1.3 | -5
73 | COc1cc(C)ccc1OCCCOc1cccc(C=O)c1 | 0.0 | -29 | 0.5 | -7
74 | C=CCOc1c(Br)cc(/C=C2\NC(=S)NC2=O)cc1OCC | 0.1 | 5 | -0.9 | 11
75 | COc1cccc(NC(=O)/C(C#N)=C/c2ccccc2)c1 | 0.3 | 7 | 1.6 | 1
76 | O=C(NCCCNCCCNC(=O)c1ccccn1)c1ccccn1 | 0.0 | 0 | 0.0 | 7
77 | COc1ccc(Br)cc1CN1CCN(C(=O)c2cccs2)CC1 | 0.1 | 1 | 0.2 | 64*
78 | Cc1sc2ncnc(SCC(=O)c3ccc[nH]3)c2c1C | -0.1 | -30 | 0.6 | 6
79 | N/C(=N\NC(=O)c1ccc(Br)cc1)c1cc2c(ccc3ccccc32)oc1=O | -0.1 | -6 | -1.6 | 0
80 | CCCCn1c(C)cc(C)c(S(=O)(=O)c2ccccc2C)c1=O | 0.0 | -3 | -1.1 | -3

As entered above:
cpd 66 @ TEAD-YAP inh = -1
cpd 80 @ TEAD-YAP inh = -3
cpd 69 @ TEAD-YAP inh = -7
cpd 71 @ FBW7 activator = -0.2

Whole records from above. Screens in order: FBW7 activator	TEAD-YAP inh	GPR151 ag	MITF primary
COc1ccc(-n2nc3ccc(NC(=O)c4ccccc4C)cc3n2)cc1 is entered as 0.1	7	2.2	-7
Cc1ccc(OCC(=O)Nc2ccc(C)cc2C)cc1 is entered as 0.2	-22	-0.2	7
CCOC(=O)C1(Cc2ccccc2Cl)CCN(C(=O)c2cccnc2)CC1 is entered as -0.1	-66	-1.4	10
BrCC1OCc2ccccc2CO1 is entered as -0.1	-6	1.3	-3

New compounds follow.
entry | compound | FBW7 activator | TEAD-YAP inh | GPR151 ag | MITF primary
81 | CC1(C)CC(=O)c2c(oc3c2cc(NS(=O)(=O)c2ccc4ccccc4c2)c2ccccc23)C1 | 0.0 | -3 | -0.6 | -6
82 | CSc1ccc(/C=N/NC(=O)c2ccco2)cc1 | 0.1 | -18 | -4.8 | -1
83 | O=C(CSc1nccn1Cc1ccccc1)NCCc1ccccc1 | 0.1 | 5 | 0.7 | -9
84 | COc1ccc(NC2c3ccccc3C(=O)N2c2ccccn2)cc1 (stereo not given) | -0.2 | -26 | -3.9 | -11
85 | Cc1ccc(C(=O)Nc2ccc(N3CCC(N4CCCN(C=O)CC4)CC3)cc2)c(C)c1 | 0.3 | 7 | -0.4 | 16
86 | Cc1ccc(-n2nc3c(c2NC(=O)C2CCCC2)CS(=O)C3)cc1 (stereo not given) | 0.0 | -3 | 0.1 | -9
87 | COc1ccc(N2CCN(CC(O)COc3ccccc3[N+](=O)[O-])CC2)cc1 (stereo not given) | 0.0 | 13 | -1.1 | 15
88 | CN(Cc1ccccc1)C1(O)C(=O)Nc2ccc(Br)cc21 (stereo not given) | -0.3 | 4 | -0.7 | -2
89 | CCN(Cc1ccco1)C(=O)Cn1c(=O)n(Cc2cccs2)c2ncccc21 | -0.2 | 14 | 0.6 | 4
90 | O=C(N[C@H]1C[C@H]2C(=O)N[C@@H](Cc3ccc(Cl)cc3)C(=O)N2C1)OCc1ccccc1 | -0.3 | 13 | 0.3 | 8
91 | COc1ccc(Cl)cc1C(=O)Nc1ccc2nn(-c3cccc(Cl)c3)nc2c1 | -0.1 | -3 | 0.6 | -6
92 | COc1ccccc1S(=O)(=O)NC(C)c1ccc(C(C)C)cc1 (stereo not given) | -0.1 | 6 | 2.1 | -6
93 | CC(C)(C)NC(=O)Cn1c(=O)oc2cc(S(=O)(=O)N3CCCCC3)ccc21 | 0.0 | 3 | -0.1 | 6
